# KKLEB tox: CF airway cell cytotoxicity counter-screen; KKLEB CF airway cells viability, ATPlite luminescence, overnight; hits give low values; cells stimulated with P. aeruginosa culture filtrate; activity change (cytotoxicity), % at 5 µM; hit rate 0.36% among 360,000;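 active = corrected activity change at or below -50% at 5 µM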
# LMP1 NFkB inh: Epstein-Barr LMP1 NF-kappaB reporter inhibition | LMP1-induced NF-kappaB luciferase reporter cells, luminescence | inhibition, % at 12.5 µM | hit rate 0.69% among 350,000 | AID 504558; in the data active = inhibition above about 41%; inconclusive = no clear call, values can overlap the other calls;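 also: 0% = neutral control wells and 100% = reference inhibitor control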
# NCOA1 inh: inhibitors of human steroid receptor coactivator 1 (SRC1). HEK293 GAL4-SRC1 luciferase reporter, luminescence. inhibition, % at 3.6 µM. hit rate 0.12% among 360,000;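 active = inhibition above the campaign mean plus 3 SD, with each screening campaign given its own cutoff, cut at about 60% in these data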;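 also: 0% = DMSO treated cells and 100% = gossypol at 36 µM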
# COUP-TFII inh: NR2F2 (human) inhibition, primary screen. P24468. HEK293T NGFI-A luciferase reporter, luminescence. inhibition, % at 8.6 µM. hit rate 0.7% among 370,000. AID 686940;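 active = inhibition above a per-plate cutoff, mean inhibition of test wells between control levels plus 3 SD, cut at about 38% in these data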;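 also: cells cotransfected with COUP-TFII expression vector driving the NGFI-A reporter; 0% = median of COUP-TF2 test wells and 100% = reporter-only cells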
# Target sequence (P24468 whole entry, looked up): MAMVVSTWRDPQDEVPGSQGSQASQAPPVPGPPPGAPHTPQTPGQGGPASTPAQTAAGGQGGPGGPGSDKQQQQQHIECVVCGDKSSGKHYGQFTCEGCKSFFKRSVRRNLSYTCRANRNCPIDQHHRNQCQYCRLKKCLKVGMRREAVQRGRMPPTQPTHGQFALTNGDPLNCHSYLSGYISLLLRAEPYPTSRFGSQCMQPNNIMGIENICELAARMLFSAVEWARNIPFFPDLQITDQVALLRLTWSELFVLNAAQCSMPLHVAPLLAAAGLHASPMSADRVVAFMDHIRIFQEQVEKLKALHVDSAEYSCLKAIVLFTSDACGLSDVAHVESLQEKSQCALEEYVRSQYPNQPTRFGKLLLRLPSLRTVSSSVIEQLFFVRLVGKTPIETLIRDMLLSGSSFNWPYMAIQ
# TROY NFkB inh: blocks TROY-dependent signaling in reporter cells. Q293 LMP1-TROYcd NF-kB luciferase reporter, 4 h. hit rate 0.98% among 360,000. AID 1347056. inhibition, % at 10 µM;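 active = compounds whose plate-normalised and pattern-corrected inhibition of the luciferase reporter signal at the single screening dose is 50% or more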
# NCOA2 inhibitor: inhibits human steroid receptor coactivator 2. hit rate 0.17% among 370,000. HEK293 GAL4-SRC2 luciferase reporter, luminescence. AID 651957. inhibition, % at 9 µM;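 active = inhibition above the mean inhibition of all tested compounds plus 3 SD, set per campaign, cut at about 52% in these data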;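 also: 0% = DMSO treated cells and 100% = cells given Gossypol at 36 µM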
# CF NFkB block: inhibitors of cystic fibrosis induced NF-kB. KKLEB NF-kB-GFP reporter, PAF-induced, GFP fluorescence overnight. inhibition, % at 5 µM. hit rate 0.86% among 360,000;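 active = at least 50% inhibition at 5 µM, scaled per plate between neutral and stimulator controls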;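 also: PAF is a Pseudomonas aeruginosa culture filtrate used as stimulus; plate controls were PAF-stimulated DMSO wells for no effect and unstimulated DMSO wells for full effect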
# C8 TRAIL sens: sensitizes caspase-8 expressing cells to TRAIL | NB7+C8 cells + TRAIL, ATPlite viability luminescence | inhibition (viability loss, TRAIL sensitization), % at 10 µM | hit rate 1% among 360,000 | AID 624354;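 active = compounds causing at least 50% loss of cell viability in the single-dose screen, relative to plate controls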
# NCOA3 inh: inhibitors of human steroid receptor coactivator 3 (SRC3); inhibition, % at 3.6 µM; HEK293 GAL4-SRC3 luciferase reporter, luminescence; AID 588352; hit rate 0.17% among 360,000; Q9Y6Q9;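 active = inhibition above a per-campaign cutoff, the mean of all compounds plus 3 SD, cut at about 60% in these data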;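 also: 0% = DMSO-treated cells and 100% = gossypol-treated cells at 36 µM; higher means less SRC3-driven luciferase light from the GAL4 reporter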
# LRH-1 inv ag: NR5A2 inverse agonism in reporter assay | O00482 | HEK293T StAR-luciferase reporter, LRH-1 transfected, 24 h | inhibition, % at 3.6 µM | hit rate 0.13% among 360,000;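 active = inhibition above the mean inhibition of all tested compounds plus 3 SD, cut at about 73% in these data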;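 also: 0% = DMSO wells and 100% = reporter-only cells lacking LRH-1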
# Target sequence (O00482 whole entry, looked up): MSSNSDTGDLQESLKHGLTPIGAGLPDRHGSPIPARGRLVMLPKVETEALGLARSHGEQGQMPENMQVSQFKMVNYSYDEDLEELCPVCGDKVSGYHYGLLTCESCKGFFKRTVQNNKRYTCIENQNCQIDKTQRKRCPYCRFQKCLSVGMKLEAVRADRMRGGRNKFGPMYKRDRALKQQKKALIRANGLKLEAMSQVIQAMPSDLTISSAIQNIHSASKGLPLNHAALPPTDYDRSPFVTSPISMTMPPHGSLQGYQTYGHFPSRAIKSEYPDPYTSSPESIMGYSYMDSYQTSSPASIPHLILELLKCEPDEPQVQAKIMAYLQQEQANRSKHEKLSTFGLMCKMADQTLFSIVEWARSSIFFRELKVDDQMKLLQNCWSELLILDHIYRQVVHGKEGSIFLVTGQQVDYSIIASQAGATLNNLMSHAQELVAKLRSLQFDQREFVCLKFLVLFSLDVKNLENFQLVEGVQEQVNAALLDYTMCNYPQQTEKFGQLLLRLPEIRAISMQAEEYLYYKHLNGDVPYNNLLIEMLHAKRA
# TWEAK-Fn14 inh: blocks TWEAK-Fn14 interaction in a reporter cell assay; TWEAK-stimulated Fn14 reporter cells, luciferase luminescence, 8 h; inhibition, % at 10 µM; hit rate 2% among 360,000; in the data active = inhibition above about 50%
# * marks the source's active call; other numbers are inactive results; ? = inconclusive; · = no result given.
# Each structure is followed by: KKLEB tox	LMP1 NFkB inh	NCOA1 inh	COUP-TFII inh	TROY NFkB inh	NCOA2 inhibitor	CF NFkB block	C8 TRAIL sens	NCOA3 inh	LRH-1 inv ag	TWEAK-Fn14 inh
COc1ccc(OC)c(NC(=O)c2ccccc2OC(C)=O)c1
 : 13	-10	-27	-15	-21	-25	-16	8	-9	35	-16
CCOC(=O)c1cc2c(n(-c3ccccc3)c1=O)CC(C)(C)CC2=O
 : 8	-3	12	7	-1	-1	-16	14	4	6	-3
CCCCCCCn1ccc(O)c(CC(=O)OC)c1=O
 : 4	-6	7	1	17	3	6	-2	5	-1	15
CC(C)c1cc(C(=O)NCCc2ccccc2)no1
 : 5	-22	-76	-34	-38	-47	16	4	-81	-133	-4
Cc1cc(NC(=O)CSc2ccc(F)cc2)no1
 : -5	4	-3	-15	-12	-4	10	-9	0	17	-1
COc1ccc(C(=O)Nc2nc(-c3ccc([N+](=O)[O-])cc3)c(-c3ccc(OC)cc3)s2)cc1
 : -4	11	-3	8	-15	16	-8	-2	17	12	9
COC(=O)c1sccc1NC(=O)c1cc(-c2cccc(C)c2)nc2ccccc12
 : -5	-8	-3	20	9	-13	0	0	-6	20	22
N#CC(c1ccccc1)N(CCCCl)C(=O)c1ccc(Br)cc1 (stereo not drawn)
 : 5	3	-4	-4	-1	3	-10	1	-6	-3	22
COc1ccc(NC(=O)C(c2ccccc2)N(C)C(=O)c2ccc(=O)[nH]c2)cc1 (stereo not drawn)
 : 1	0	-13	-9	-1	-15	-16	-12	8	6	-1
Cc1ccc2ccc(S(=O)(=O)NCc3ccco3)cc2c1
 : 9	-2	-2	-12	2	12	-1	-16	-10	-13	39
CCOC(=O)c1cc(C)sc1NC(=O)CN1CCN(C(=O)C2CCCO2)CC1 (stereo not drawn)
 : 7	1	-19	-4	22	11	-3	1	7	-12	3
N=C1SC(CC(=O)Nc2ccccc2[N+](=O)[O-])C(=O)N1c1ccccc1 (stereo not drawn)
 : -2	3	9	10	17	4	8	13	6	-5	13
CCC(CC)COC(=O)C1=C(C)NC(=O)NC1c1ccc([N+](=O)[O-])cc1 (stereo not drawn)
 : -3	4	15	9	-8	-8	7	1	2	-8	-21
CCOc1ccc(S(=O)(=O)N2CCC(C(N)=O)CC2)c2ccccc12
 : -6	-5	-31	0	3	-4	16	3	17	-28	7
CC(CC(=O)NCCc1ccc(S(N)(=O)=O)cc1)c1ccccc1 (stereo not drawn)
 : -4	-5	-7	12	4	-7	3	-30	-6	17	-1
C=CCN1c2ccccc2C(=O)CS1(=O)=O
 : -2	8	0	3	2	-25	-8	-9	-4	5	9
CCOC(=O)C1CCCN(C(=O)CN2C(=O)/C(=C/c3ccc(OC)cc3)Oc3ccccc32)C1 (stereo not drawn)
 : 10	5	-9	11	19	-3	4	18	19	1	19
COc1ccc(NC(=O)COC(=O)c2cnccn2)cc1Cl
 : 14	3	-24	2	8	24	-18	3	13	4	8
CC(C)(C)C(=O)/C(C#N)=C/c1ccc(O)cc1
 : 0	-8	11	-3	-23	-13	8	-20	3	5	-11
CCn1c(=O)n(CC)c2cc(S(N)(=O)=O)c(C)cc21
 : -1	-1	-30	-11	6	-7	10	0	-3	17	10
COCc1cc(=O)[nH]c(N2CCN(Cc3ccc4c(c3)OCO4)CC2)n1
 : -9	4	12	0	-10	-8	-4	2	5	-6	-8
FC(F)(F)c1ccc(C2[C@H]3CN(Cc4cccnc4)[C@H](c4ccccc4)C34CC2(c2ccccc2)C4)cc1 (stereo partly drawn)
 : -2	-9	9	15	0	4	11	15	0	22	18
COc1ccc(C2C(C(=O)NCCN(C)C)c3ccccc3C(=O)N2C)cc1OC (stereo not drawn)
 : 3	-2	-2	3	-17	-30	1	-26	-11	-4	2
O=C(c1cccc(F)c1F)N1CCCc2ccccc21
 : -4	0	-11	14	14	-12	-4	6	13	2	0
Cc1cccn2c(=O)c3cc(C(=O)NC4CCCC4)c(=N)n(CC4CCCO4)c3nc12 (stereo not drawn)
 : -13	-12	14	7	-65	2	-3	5	5	17	0
Cc1cc(=O)c2ccc3ccccc3c2[nH]1
 : -7	2	8	15	4	21	34	35	10	4	3
Cc1ccc(SCC(=O)c2c(C)nc3cc(C)ccn23)cc1
 : -6	7	-9	3	-23	-14	-5	-3	1	-21	7
O=S(=O)(Cc1ncc(C(F)(F)F)cc1Cl)c1ccccc1
 : 0	38	7	10	-8	-25	-12	11	-14	-4	0
COC(=O)c1cccc(NC(=O)CN2CCN(c3ccc(OC)cc3)CC2)c1
 : -5	4	-3	2	-25	-4	-15	3	20	-5	2
CCc1ccccc1NC1c2ccccc2C(=O)N1c1cccnc1 (stereo not drawn)
 : -8	-3	-1	-3	12	-3	-6	-3	18	-2	-3

# Remaining list, next part:
# Each structure is followed by: KKLEB tox	LMP1 NFkB inh	NCOA1 inh	COUP-TFII inh	TROY NFkB inh	NCOA2 inhibitor	CF NFkB block	C8 TRAIL sens	NCOA3 inh	LRH-1 inv ag	TWEAK-Fn14 inh
COc1ccc(NC(=O)C2Cc3c(-c4ccccc4)ccnc3O2)cc1OC (stereo not drawn)
 : -3	·	14	·	26	·	-3	17	-1	4	39
CCc1ccc(OCCNC(=O)c2ccc(S(=O)(=O)N(C)C)cc2)cc1
 : -2	0	-37	12	-1	18	-4	18	15	4	-8
CC(=O)N1CCC(C(=O)NC2CCCc3c2cnn3-c2cc(F)cc(F)c2)CC1 (stereo not drawn)
 : 6	-3	5	21	-18	12	-10	-14	-1	-2	5
CC(C)Oc1cc(NC(=O)CS(=O)CC(=O)N(C)C)c(Cl)cc1Cl (stereo not drawn)
 : 5	1	-1	9	18	-13	-4	1	14	-7	-3
COc1ccccc1N(C)S(=O)(=O)c1ccc(C(=O)NCCCN2CCCC2=O)cc1
 : 8	-12	7	0	4	15	-2	-9	7	17	33
NC(=O)NCC(=O)N1CCC(C(O)(c2ccccc2)c2ccccc2)CC1
 : 1	-1	3	-17	12	18	4	11	3	-12	7
COC(=O)C(Cc1ccc(O)cc1)NC(=O)CCC(=O)Nc1ccc(S(N)(=O)=O)cc1 (stereo not drawn)
 : 1	10	-1	-1	-8	14	-1	-3	-4	3	9
CC(=O)Nc1ccc(SCC(=O)Nc2ccc(Cl)cn2)cc1
 : 5	-3	-33	-6	-10	-19	1	-1	-24	-24	-3
COc1ccc(/C(C)=N/NC(=O)c2nnn(-c3nonc3N)c2-c2ccccc2)cc1
 : 1	-1	-1	19	-10	-6	7	13	9	8	-21
COCc1c(C(=O)Nc2ccc(Cl)cc2F)oc2ccccc12
 : 1	-37	-47	2	-18	-41	15	1	-53	-19	-27
Cc1ccc(CNC(=O)C2CCCC2)cc1
 : 8	0	-7	11	-22	-18	5	-25	15	2	-22
O=C1CCCc2c1cc(C(=O)Nc1ccc(Cl)cn1)c(=O)n2-c1ccccc1
 : -16	6	-18	7	7	-2	-1	-6	20	11	-8
CCN(CC(=O)Nc1c(F)cccc1F)C(=O)c1n[nH]c2ccccc12
 : -3	6	-28	2	2	-13	15	-11	-1	29	21
COc1ccc(CNC(=O)C2CCN(S(=O)(=O)c3ccc4c(c3)NC(=O)C(C)S4)CC2)cc1 (stereo not drawn)
 : -3	10	-5	10	20	-7	-8	-9	15	15	23
COc1ccc(NC(=O)CSc2nc(N)c(C(=O)Nc3ccc(N(C)C)cc3)s2)cc1
 : -6	-21	-136	·	2	·	-1	24	-44	-86	10
Cc1nc2c3ccccc3nc(SCC(=O)N3CC(C)CC(C)C3)n2n1 (stereo not drawn)
 : -7	-10	5	5	-34	0	-8	7	-14	16	-28
CS(=O)(=O)N1CCN(C(=O)C(Sc2ccccc2)c2ccccc2)CC1 (stereo not drawn)
 : -8	-3	1	13	4	22	15	-17	5	8	-20
Cc1ccccc1N1C(=O)CC(c2c[nH]c3ccccc23)C1=O (stereo not drawn)
 : -3	-1	2	-4	3	2	7	-6	-2	22	13
COC(=O)c1ccc2nc(Nc3nc4c(F)cc(F)cc4s3)sc2c1
 : -20	21	55	66*	92*	53*	38	3	60	62	105*
COc1ccc(C(=O)NCC(=O)Nc2cccc(S(=O)(=O)NCc3ccco3)c2)cc1OC
 : 4	-1	-36	17	-6	-6	7	34	0	5	0
Cc1ccc(C)c2[nH]c(=O)c(CN(Cc3ccco3)S(=O)(=O)c3ccc4c(c3)OCCO4)cc12
 : -11	0	-8	-3	8	-6	0	-4	-2	-4	-3
O=[N+]([O-])c1ccc(Cl)c(/C=N/Nc2nc(N3CCOCC3)nc(N3CCOCC3)n2)c1
 : 2	-8	-3	-14	-1	-18	8	0	14	4	4
Cc1nnc(N2C(=O)C(O)=C(C(=O)c3ccco3)C2c2ccc(F)cc2)s1 (stereo not drawn)
 : 0	11	9	-6	-3	-24	1	-3	0	0	-11
C=CCOc1ccc(C2CC(C)=NN2c2ccccc2)cc1 (stereo not drawn)
 : -15	-7	-9	2	-6	-9	20	-3	9	-6	-4
CN(C)c1ccc(CNC2CC(C)(C)NC(C)(C)C2)cc1
 : -8	17	-15	8	-12	-13	3	-17	-2	8	-8
O=C(C1=C[C@H](c2ccc(C(F)(F)F)cc2)C[C@H](OCc2ccc(CO)cc2)O1)N1CCOCC1
 : -3	10	4	-9	9	-19	8	-5	0	2	2
CCN(c1cccc(C(F)(F)F)c1)S(=O)(=O)c1ccc2c(c1)CCN2C(C)=O
 : -4	2	7	47*	10	21	16	1	6	-1	-1
c1cc2c(c(NCc3ccncc3)c1)CCCC2
 : -5	8	3	15	6	7	8	-3	11	16	-7
O=C(NC(=O)c1cccc(F)c1)Nc1nc(-c2ccc(F)cc2)cc(C(F)(F)F)n1
 : 5	13	7	2	-5	-26	-19	0	15	-7	-31
C[C@H](O)c1[nH]c2cc(F)ccc2c1[C@H](C)O
 : -10	0	-8	-2	9	5	8	1	11	15	-16

# Next part
# Each structure is followed by: KKLEB tox	LMP1 NFkB inh	NCOA1 inh	COUP-TFII inh	TROY NFkB inh	NCOA2 inhibitor	CF NFkB block	C8 TRAIL sens	NCOA3 inh	LRH-1 inv ag	TWEAK-Fn14 inh
COc1ccc(CN(C)C(=O)c2cccc(NC(=O)CC3SC(N4CCCCC4)=NC3=O)c2)c(OC)c1 (stereo not drawn)
 : 8	?	13	58*	49	27	7	38	45	19	74*
Cc1nn2c(-c3ccccc3)nnc2c2ccccc12
 : 8	-20	-40	4	-46	-57	-64	9	-66	-23	-41
CCCNc1c(NC(=O)c2cccs2)c(=O)oc2ccccc12
 : 3	6	5	-5	-7	14	-2	-26	14	4	35
CCOc1ccc(CC(=O)Nc2ccc(NC(=O)c3ccco3)cc2)cc1OCC
 : 2	-17	-17	9	-4	42	4	-16	33	34	-11
CN1CCCN(C(=O)/C=C/c2ccc(F)cc2)CC1
 : -1	-5	-14	-16	-14	-18	-3	-5	-5	-17	33
O=C(Nc1ccc2c(c1)OCO2)C1CCCCN1S(=O)(=O)c1ccc(F)cc1 (stereo not drawn)
 : 3	-7	0	-11	-22	-1	-3	0	-12	-7	23
CC1(C(=O)NS(=O)(=O)c2ccc3ccccc3c2)CCN1C(=O)Cc1ccc(Cl)cc1Cl (stereo not drawn)
 : 8	·	-8	4	-7	15	-9	-6	-2	-10	1
